High-throughput results deposited in PubChem by National Center for Advancing Translational Sciences (NCATS).
TRHR ag: qHTS for Small Molecule Agonists and Allosteric Enhancers of Human TRH Receptor: Primary Screen for Agonists; Thyrotropin-releasing hormone receptor (Homo sapiens), P34981; TRHR cells, calcium flux fluo-8, FDSS agonist mode; activation, % at 2 µM; 360,000 tested, 0.18% active; in the data active means activation above about 30%; further: 0% is about no effect
Target sequence (P34981 whole entry, looked up): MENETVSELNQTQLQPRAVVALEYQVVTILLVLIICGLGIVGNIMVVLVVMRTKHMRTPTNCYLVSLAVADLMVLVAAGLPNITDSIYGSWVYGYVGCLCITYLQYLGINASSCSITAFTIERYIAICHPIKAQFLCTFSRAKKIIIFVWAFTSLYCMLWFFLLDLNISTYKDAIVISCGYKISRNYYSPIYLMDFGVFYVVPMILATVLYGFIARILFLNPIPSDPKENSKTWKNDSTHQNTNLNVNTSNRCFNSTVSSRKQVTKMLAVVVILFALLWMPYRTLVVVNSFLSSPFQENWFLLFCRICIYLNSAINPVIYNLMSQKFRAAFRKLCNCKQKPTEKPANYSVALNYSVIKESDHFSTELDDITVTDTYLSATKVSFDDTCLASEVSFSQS
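Fluo-8-loaded TRHR cells; 10 s baseline, compound added, kinetic Ca2+ fluorescence read 1/s, agonist mode.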
D2 agonist: HTS Assay for Allosteric Agonists of the Human D2 Dopamine Receptor: Primary Screen for Agonists; D(2) dopamine receptor (Homo sapiens), P14416; HEK293 T-REx D2 cells, calcium flux agonist mode; activation, % at 2 µM; 340,000 tested, 0.53% active; AID 485358, 2010;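 active means activation over 3 SD above normal in the single-dose calcium agonist read, cut at about 30% in these data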; further: 0% is about no effect
Target sequence (P14416 whole entry, looked up): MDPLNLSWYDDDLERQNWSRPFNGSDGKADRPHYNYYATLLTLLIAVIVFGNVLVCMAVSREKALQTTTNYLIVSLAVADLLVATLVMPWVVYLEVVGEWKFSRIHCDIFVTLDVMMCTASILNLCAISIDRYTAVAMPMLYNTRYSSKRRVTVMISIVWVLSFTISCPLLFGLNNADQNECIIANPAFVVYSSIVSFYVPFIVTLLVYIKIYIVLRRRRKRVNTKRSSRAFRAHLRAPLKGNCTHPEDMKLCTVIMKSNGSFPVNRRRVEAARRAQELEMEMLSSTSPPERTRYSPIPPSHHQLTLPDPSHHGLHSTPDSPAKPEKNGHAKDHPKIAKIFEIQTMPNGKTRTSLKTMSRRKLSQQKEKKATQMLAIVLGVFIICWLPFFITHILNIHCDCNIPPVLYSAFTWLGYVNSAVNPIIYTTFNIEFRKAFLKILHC
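Tetracycline-induced HEK293 Trex cells with D2 receptor force-coupled to calcium signaling, plated overnight at 30 C and loaded with no-wash calcium dye. Calcium flux read kinetically for 180 s after compound addition; responses flag agonists.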
mIDH1 inhibitor: qHTS for Inhibitors of mutant isocitrate dehydrogenase 1 (IDH1): qHTS | AID 602179, 2012 | IDH1-R132H enzyme, NADPH consumption, diaphorase/resazurin fluorescence | Potency, µM (doses to about 76.6 µM), for inactives: top-dose activity change, negative = inhibition, most hits filed as inhibitors | 390,000 tested, 0.093% active | Isocitrate dehydrogenase [NADP] cytoplasmic (Homo sapiens), O75874; further: potency means the concentration at half of the fitted maximal effect; on the % scale 0 is the no-effect control and ±100 the full control effect; nearly all actives have a fitted effect of over 65% in size
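IDH1-R132H (0.5 ug/mL dispensed) in pH 7.5 Tris buffer was preincubated 30 min with compound, then given a substrate mix of 0.016 mM NADPH and 2 mM alpha-KG for 80 min at room temperature; remaining NADPH was read by diaphorase/resazurin fluorescence.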
TRHR PAM: qHTS for Small Molecule Agonists and Allosteric Enhancers of Human TRH Receptor: Primary Screen for Enhancers | TRHR cells, fluo-8 calcium fluorescence, EC20 TRH enhancement | enhancement, % at 2 µM | 360,000 tested, 0.66% active; in the data active means enhancement above about 30%; further: 0% is about no effect
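TRHR-expressing cells loaded with fluo-8 calcium dye were read kinetically (ex 480/em 530) during compound addition, then stimulated with an EC20 of TRH (10 nM final). Enhancement of the Gq-mediated intracellular calcium response was scored.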
USP1-UAF1 inh: Inhibitors of USP1/UAF1: Primary Screen; 390,000 tested, 0.23% active; Potency, µM (series often up to 57.1 µM), for inactives: at the top dose activity change, negative = inhibition, usual class: inhibitors; AID 743255, 2014; Ubiquitin carboxyl-terminal hydrolase 1 (Homo sapiens), O94782; recombinant USP1/UAF1, Ub-Rhodamine cleavage fluorescence; further: potency means the concentration at half of the fitted maximal effect; on the % scale 0 is the no-effect control and ±100 the full control effect; nearly all actives have a fitted effect of over 60% in size; inactives centre near -12
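1 nM enzyme complex + cpd, 15 min RT; start with Ub-Rho 150nM final; kinetic fluorescence ex 480/em 540, 6 reads q60 s. Buffer 50mM HEPES pH 7.8, 0.5mM EDTA, 0.1 mg/ml BSA, 1mM TCEP, 0.01% Tween-20.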
rTrxR1 inhibitor: qHTS Assay for Inhibitors of Mammalian Selenoprotein Thioredoxin Reductase 1 (TrxR1): qHTS; Thioredoxin reductase 1, cytoplasmic (Rattus norvegicus), O89049; recombinant rTrxR1, NADPH fluorescence consumption, selenite substrate; Potency, µM (highest dose often 114 µM), for the others: at the top dose activity change, negative = inhibition, most hits filed as inhibitors; 390,000 tested, 1% active; AID 588453, 2011; further: potency means the concentration at half of the fitted maximal effect; on the % scale 0 is the no-effect control and ±100 the full control effect; nearly all actives have a fitted effect of over 65% in size
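Rat TrxR1 (90 nM in the dispensed reagent) was pre-reduced with 400 uM NADPH for 5 min at room temperature, then incubated with compound for 15 min. After 400 uM selenite was added, NADPH fluorescence (Ex 340/Em 450 nm) was followed for 8 min.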
D2 antagonist: HTS Assay for Allosteric Antagonists of the Human D2 Dopamine Receptor: Primary Screen for Antagonists. D(2) dopamine receptor (Homo sapiens), P14416. 340,000 tested, 2% active. inhibition, % at 10 µM. HEK293 TREx D2 cells, calcium flux, dopamine EC80; in the data active means inhibition above about 30%; further: 0% is about no effect
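Read-out: kinetic calcium fluorescence (1 cycle/s) in inducible HEK293 T-REx D2 cells after an EC80 dopamine addition that followed 180 s compound preincubation. Loss of the dopamine response indicates antagonism.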
Pin1 inhibitor: qHTS Assay to Find Inhibitors of Pin1 | 390,000 tested, 0.009% active | AID 504891, 2011 | Peptidyl-prolyl cis-trans isomerase NIMA-interacting 1 (Homo sapiens), Q13526 | Potency, µM (top dose mostly 115 µM), for the others: at the top dose activity, negative = inhibition, usual class: inhibitors | Pin1 FP peptide displacement, HiFluor488, 10 min; active means well fitted inhibition curve with a large enough effect in the polarisation, with a control signal flat, not every such curve was filed as active; inconclusive means small, poorly fitted or top-dose-only effect, or effect the other way, or a change in a side signal; inactive means no such curve, though single readings can be large or run the other way; the % refers to the polarisation; further: potency means the concentration at half of the fitted maximal effect; on the % scale 0 is the no-effect control and ±100 the full control effect
Target sequence (Q13526 whole entry, looked up): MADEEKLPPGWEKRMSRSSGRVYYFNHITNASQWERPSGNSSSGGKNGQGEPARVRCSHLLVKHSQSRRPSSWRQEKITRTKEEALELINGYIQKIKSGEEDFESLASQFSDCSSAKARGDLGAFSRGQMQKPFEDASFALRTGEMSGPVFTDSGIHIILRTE
TrxR1 substrate: qHTS Assay for Substrates of Mammalian Selenoprotein Thioredoxin Reductase 1 (TrxR1): qHTS; Potency, µM (doses to about 114 µM), for the others: at the top dose activity change, negative = substrate turnover; purified TrxR1 substrate turnover, NADPH consumption readout; Thioredoxin reductase 1, cytoplasmic (Rattus norvegicus), O89049; 390,000 tested, 0.01% active; AID 588456, 2011; further: potency means the concentration at half of the fitted maximal effect; on the % scale 0 is the no-effect control and ±100 the full control effect; nearly all actives have a fitted effect of over 50% in size
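Rat TrxR1, dispensed at 90 nM, was prereduced with 400 uM NADPH (final) for 5 min at ~22 deg C, then incubated with compound 15 min before 400 uM selenite. A first-read NADPH fluorescence drop versus no-compound background flagged substrates.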
Active calls of the source: *; ? = inconclusive; . = no result given; [ ] = remark or other dose. Unless noted, the call rests on the fitted dose curve; in most records, active means well fitted inhibition curve with a large enough effect; inconclusive means small, poorly fitted or top-dose-only effect; inactive means no such curve, though single readings can be large or run the other way. These rows are one share of the data. The share of hits here may be higher or lower than overall.

SMILES | TRHR ag | D2 agonist | mIDH1 inhibitor | TRHR PAM | USP1-UAF1 inh | rTrxR1 inhibitor | D2 antagonist | Pin1 inhibitor | TrxR1 substrate
Cc1occc1C(=O)N/N=C/c1c(O)ccc2ccccc12 | -0.3 | -1.1 | 0.8% | 1.6 | -25.9% | 12.5% | 6.8 | 15.1% | 14.1%
Cc1ccc2nc(Cl)c(/C=C/C(=O)c3ccco3)cc2c1 | 3.6 | 0.3 | 8.4% | 6.4 | ? | -4.7%[57.1 µM] | -2.3 | 13.9% | 11.4%[57.1 µM]
COc1ccc(NC(=O)c2csc3c2CCCCC3)c(OC)c1 | -3.3 | -0.5 | 17.9% | 3.0 | -22.7% | 59.1%[activator][57.1 µM] | 0.2 | 1.1% | 10.2%[57.1 µM]
O=C(Nc1cccc2cccnc12)c1cccc(N2C(=O)CCC2=O)c1 | 0.1 | -0.7 | 4.0% | 6.8 | -18.4% | -7.3%[57.1 µM] | -6.8 | ? | 7.2%[57.1 µM]
CCOc1ccc(S(=O)(=O)Nc2cc(Sc3ncn[nH]3)c3oc(=O)sc3c2)cc1 | -0.3 | -1.4 | . | 3.9 | . | . | -7.2 | . | .
O=C(CNc1ccccc1)N/N=C/c1ccc([N+](=O)[O-])o1 | -0.1 | -0.6 | 6.2% | 8.5 | 0.6% | -68.3%[57.1 µM] | 10.2 | -0.3% | 4.4%
CCc1ccc2[nH]c(=O)c(CN(Cc3nnnn3C3CCCC3)C3CCCCC3)cc2c1 | -0.4 | 1.2 | 0.0% | -6.6 | -13.5% | -18.2% | -15.7 | 32.8%[activator] | 11.5%[57.1 µM]
CC(C)c1ccc(NC(=O)/C(C#N)=C/c2ccncc2)cc1 | 1.9 | 0.0 | -14.8% | 26.2 | -17.3% | ? | -11.4 | 12.7% | -5.9%
CCCCC(=O)Nc1ccc(N2CCCC2)cc1 | . | . | 5.7% | . | -22.1% | ? | . | 7.4% | -2.7%
O=C(Nc1ccc(F)cc1)c1ccc2c(c1)NC(=O)c1ccccc1S2 | 0.2 | 0.4 | -18.3% | 1.5 | ? | 14.3% | . | 33.4%[activator] | 5.7%
COc1ccc(-n2c(=O)c(CCC(=O)NCCc3ccccc3F)nc3ccccc32)cc1 | -0.6 | 0.0 | -4.0% | -8.4 | -17.4% | 15.5% | -5.0 | 69.7%[activator] | 3.7%
COc1ccc(-c2c(C)nc3c(-c4ccsc4)cnn3c2N)cc1 | 3.1 | -0.1 | 4.0% | 0.2 | -6.2% | 49.8%[activator] | -9.3 | -2.1% | 132.8%[activator]
CCOC(=O)c1ccc(NC(=O)C2(c3ccccc3)CCCC2)cc1 | 3.5 | . | -1.3% | 2.5 | -16.8% | 20.0% | . | -16.5% | -2.2%
CCOC(=O)c1cc2c(ccn2-c2ccc(F)cc2)n1CC(=O)N1CCN(C(=O)c2ccco2)CC1 | -1.5 | 4.0 | -1.8% | 2.1 | -12.1% | 23.1% | -10.7 | 19.4% | 34.9%[activator]
COc1ccc(C(=O)NCc2csc(C)n2)cc1OC1CCN(C(C)=O)CC1 | . | . | -2.3% | . | -13.2% | -10.1% | . | -0.5% | -7.3%
CCONC(=O)Nc1ccccc1 | 0.7 | 0.6 | -0.5% | 4.4 | -17.0% | -15.9% | -15.4 | 3.9% | -12.6%
COc1ccc(S(=O)(=O)N2CCCC(C(=O)O)C2)cc1Cl (stereo not drawn) | 0.3 | 0.3 | 1.1% | -2.0 | -10.7% | 8.1%[57.1 µM] | 14.2 | -12.1% | -8.6%
COC(=O)C1=C(C)NC(=O)/C1=C\c1cc(C)n(-c2ccc(F)cc2)c1C | 1.0 | 1.5 | -3.5% | 4.4 | -15.3% | -3.1%[57.1 µM] | 17.4 | 0.4% | 4.2%
O=C(Nc1ccc(F)c(Cl)c1)C1CCN(S(=O)(=O)c2cccnc2)CC1 | -0.4 | 0.0 | 2.6% | -1.3 | -20.0% | 1.3% | -24.4 | -2.8% | -1.6%
O=C(O)c1ccc(N/N=C/c2cccc(F)c2)cc1 | 0.0 | -1.4 | -2.7% | 2.6 | -16.4% | -25.4% | 11.1 | 1.9% | -16.2%
COc1ccc(NS(=O)(=O)c2ccc(S(=O)(=O)N(C)C)cc2)cc1S(N)(=O)=O | -0.1 | 0.7 | -8.2% | -1.3 | -22.0% | 6.4% | 4.7 | 2.1% | -0.1%
Cc1ccc(NC(=O)CN(C)C(C)C(=O)N2CC(C)CC(C)C2)cc1 (stereo not drawn) | -0.3 | -0.3 | 3.1% | 1.2 | -8.8% | 10.7% | -14.3 | -1.4% | 1.6%
CCNC(=S)N/N=C/c1ccc(OCCOc2ccccc2C)cc1 | 0.5 | 1.4 | 0.0% | 2.8 | -6.4% | 41.5%[activator] | 12.4 | 2.6% | 12.2%
CC(=O)Nc1c2c(nn1-c1ccccc1C)CSC2 | 0.3 | 1.0 | -2.0% | -1.3 | -22.1% | 9.0% | -5.7 | 2.3% | -4.7%
COc1ccc(-n2ncc3c2CC(C)(C)CC3NC(=O)CSc2ccccn2)cc1 (stereo not drawn) | -0.6 | -0.1 | -2.3% | -1.4 | -10.1% | 4.2% | -14.4 | -2.4% | -2.3%
Cc1ccc(-n2ncc(N(C)C)c(Cl)c2=O)cc1 | . | . | 9.1% | . | -5.3% | -5.7% | . | 0.4% | -4.3%
O=S(=O)(Nc1ncnc2c1oc1ccccc12)c1ccc(Cl)s1 | -0.1 | 0.7 | 0.9% | 50.7* | -20.3% | 11.6%[57.1 µM] | 7.9 | 0.8% | 2.1%[57.1 µM]
COc1ccccc1NC(=O)c1sc2ncn(Cc3cccc(C)c3)c(=O)c2c1C | 0.5 | -0.4 | -2.3% | 0.0 | 7.6% | 10.5% | 23.3 | 9.4% | 13.2%
CCOC(=O)/C=C1\NC(C)(C)Cc2cc(OC)c(OC)cc21 | 1.2 | -2.0 | 6.8% | 21.9 | -10.3% | -8.6% | -4.2 | 2.2% | -3.9%
CC(=O)Nc1ccc(N(C(=O)c2ccco2)C(C(=O)NC2CCCCC2)c2ccccc2)cc1 (stereo not drawn) | -0.1 | -0.6 | -4.5% | -0.5 | 3.8% | 17.4%[57.1 µM] | 36.7* | 3.4% | 4.4%[57.1 µM]
CC(=O)Nc1cccc(Oc2nc(C)cc(C)c2C#N)c1 | -0.8 | -1.1 | -2.7% | 2.9 | -9.9% | 7.9% | 14.0 | -3.4% | 0.1%
CCOc1ccc(C(=O)OCc2nnc(-c3cccs3)o2)cc1OC | -0.3 | -0.1 | 0.6% | 13.7 | -8.4% | -13.4% | -14.1 | ? | -10.0%
COc1ccccc1NS(=O)(=O)c1cc(NC(=O)CNC(=O)c2ccccc2)ccc1C | 1.1 | 0.5 | 2.4% | -1.0 | 2.8% | -21.1% | -81.5 | 8.2% | -12.9%
CCC(C)[C@H](NC(=O)NCc1cccs1)C(=O)O (stereo partly drawn) | 0.1 | -0.4 | 7.2% | 13.8 | 9.3% | -13.3% | 6.3 | -1.1% | -11.5%
CC1CCN(C(=O)COC(=O)C2CCN(S(=O)(=O)c3ccc4c(c3)OCCO4)CC2)CC1 | -0.1 | 0.0 | 0.0% | 1.4 | -16.6% | 10.1% | 13.5 | -1.3% | -2.3%
Cn1c(CCNC(=O)c2ccc(Cl)c(Cl)c2)nnc1SCc1ccc(Cl)c(Cl)c1 | 0.3 | 0.0 | 10.9% | -1.5 | -8.2% | -11.4% | . | -2.6% | -7.7%
Cc1c(Cl)cccc1NC(=O)CCS(=O)(=O)c1ccc2c(c1)oc(=O)n2C | -0.7 | -0.5 | -4.6% | -12.3 | -25.8% | 0.6% | . | 0.4% | -0.6%
O=C(CNC(=O)c1ccco1)NNC(=O)c1cccc(Cl)c1 | . | . | 1.3% | . | -12.4% | -3.3% | . | -1.0% | 2.3%
COc1cc(CN(C(=O)c2cccs2)C2CCS(=O)(=O)C2)cc(OC)c1OC (stereo not drawn) | 0.1 | 0.3 | -0.8% | -1.1 | -16.4% | 5.0% | -1.9 | 2.1% | 2.2%
O=C(CCc1ccc(S(=O)(=O)N2CCOCC2)cc1)NCCc1ccccn1 | 0.3 | 0.2 | 4.5% | -1.3 | -16.0% | -6.2% | 6.4 | -1.2% | -0.9%
COc1cc(-c2nc3ccc(C)cn3c2NCc2ccccc2)ccc1-c1cccc(Cl)c1 | . | . | 9.0% | . | -8.9% | 5.8% | . | -1.1% | 74.8%[activator]
